# Source: PubChem
# HT1080-NT tox: kills 2HG-producing HT-1080-NT fibrosarcoma cells | HT-1080-NT fibrosarcoma viability, CellTiter-Glo ATP luminescence, 48 h | Potency, µM (highest dose often 46.1 µM), for inactives: at the top dose activity, negative = less viability, usual class: cytotoxic | 360,000 compounds, 1.6% hits;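 further: NT is the 2HG producing partner of a matched IDH1 knockdown line; potency means the concentration at half of the fitted maximal effect; 0% = DMSO-treated cells and -100% = media-only wells without cells; nearly all actives have a fitted effect of over 55% in size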
#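 Viability of the 2HG-overproducing fibrosarcoma line after 48 hours of compound exposure at 37 degrees C was determined by luminescence with CellTiter-Glo, and concentration-effect curves were then fitted and categorized.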
# MCF10A rereplic: induces DNA re-replication in MCF 10a normal breast cells | MCF 10A DNA re-replication, Hoechst nuclear intensity, 48 h | 350,000 compounds, 2.9% hits | Potency, µM (top dose mostly 46.1 µM), without a hit: top-dose activity, positive = re-replication, actives largely listed as activators | AID 624296; further: potency means the concentration at half of the fitted maximal effect; % of control where 0% means no effect; nearly all actives have a fitted effect of over 50% in size
# HT1080 IDH1KD tx: HT-1080 IDH1 knockdown cell toxicity (counter line); HT-1080 IDH1 knockdown viability, ATP luminescence, 48 h; Potency, µM (series often up to 46.1 µM), inactives show at the top dose activity, negative = toxicity, usual class: cytotoxic; 360,000 compounds, 2% hits;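 further: potency means the concentration at half of the fitted maximal effect; 0% = DMSO wells and -100% = cell-free medium wells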
#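 Luminescent ATP read-out (CellTiter-Glo, 10 min at room temperature) after 48 h compound exposure at 37 °C gave viability of IDH1-knockdown HT-1080 cells. Activity was normalised to DMSO and cell-free wells, then fitted as concentration-response curves.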
# KB-V1 cytotox: kills drug-selected multidrug resistant KB-V1 cells; KB-V1 MDR cells viability, CellTiter-Glo, 72 h; Potency, µM (top dose mostly 46.1 µM), inactives show top-dose activity change, negative = cytotoxicity, hits mostly cytotoxic; 400,000 compounds, 3.4% hits; further: potency means the concentration at half of the fitted maximal effect; on the % scale 0 is the no-effect control and ±100 the full control effect; nearly all actives have a fitted effect of over 60% in size
#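 Cells of the MDR subline KB-V1 are plated, dosed with compound at multiple concentrations, and incubated 72 h at 37 degrees C; CellTiter-Glo is then added and luminescence read after 10 min.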
# SW480 rereplic: DNA re-replication induction in SW480 cells; SW480 DNA re-replication, Hoechst DNA content imaging, 48 h; Potency, µM (top dose mostly 46.1 µM), without a hit: top-dose re-replication activation, most hits filed as activators; AID 624297; 340,000 compounds, 1.8% hits; further: potency means the concentration at half of the fitted maximal effect; % of control where 0% means no effect; nearly all actives have a fitted effect of over 55% in size
#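 Image-based DNA-content assay: after two days of treatment, nuclei were labelled with the DNA dye Hoechst and imaged, and hits were compounds raising the count of nuclei showing high fluorescence intensity.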
# DRD3 agonist: activates the human D3 dopamine receptor; P35462; D3R DiscoveRx beta-arrestin cells, luminescence, 90 min; max activation, %; 410,000 compounds, 0.58% hits; AID 652048; in the data active means max activation above about 30%; further: 0% is about no effect; mostly tested at two doses, the higher about 12 µM
# Target sequence (P35462 whole entry, looked up): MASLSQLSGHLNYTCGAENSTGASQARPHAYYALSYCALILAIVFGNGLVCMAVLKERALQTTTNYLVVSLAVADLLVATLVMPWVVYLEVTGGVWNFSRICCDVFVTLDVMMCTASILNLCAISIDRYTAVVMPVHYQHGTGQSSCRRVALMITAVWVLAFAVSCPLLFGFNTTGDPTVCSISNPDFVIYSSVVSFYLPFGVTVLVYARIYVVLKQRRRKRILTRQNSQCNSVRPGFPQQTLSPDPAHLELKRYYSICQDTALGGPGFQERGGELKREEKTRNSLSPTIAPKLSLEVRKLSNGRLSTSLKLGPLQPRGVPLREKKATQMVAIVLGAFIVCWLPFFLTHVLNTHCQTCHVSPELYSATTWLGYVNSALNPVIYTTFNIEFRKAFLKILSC
#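 Agonist mode: compounds and dopamine controls were applied to plated cells for 90 min at 37 degrees C after an overnight attachment at 1500 cells/well. Luminescent read-out followed 30 - 60 minutes at room temperature with DiscoveRx detection reagent.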
# HEK293 tox: cytotoxicity counter-screen for GLP-1 receptor inverse agonists. HEK293 cAMP-luciferase reporter cells, luminescence, 24 h. Potency, µM (titrated, usually from 38.3 µM), for inactives: at the highest dose activity change, negative = inhibition, most hits filed as inhibitors. 410,000 compounds, 0.13% hits. AID 624418;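 further: loss of luciferase light is scored as toxicity; potency means the concentration at half of the fitted maximal effect; on the % scale 0 is the no-effect control and ±100 the full control effect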
#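 MLSMR compounds, 24 hr on cells at 37 deg C/5% CO2; luminescence after luciferase reagent (12 min RT). Inhibition counted as the undesired cytotoxic outcome.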
# IL-1B inflam inh: inflammasome signaling inhibition, IL-1 beta readout; activity change, % at 57.5 µM; THP-1 LPS/ATP IL-1B secretion, AlphaLISA, 16 h; hits give low values; AID 743279; 360,000 compounds, 4.7% hits; in the data active means activity change below about -50%; inconclusive means mostly about -30% to -49%; further: on the % scale 0 is the no-effect control and ±100 the full control effect
#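 Secreted IL-1B measured by AlphaLISA bead assay after 16 h compound exposure of THP-1 cells; compounds (final up to 57.5 uM) added 1 h before LPS (250 ng/mL) and ATP (1.25 mM) stimulation; lower signal means less secretion.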
# KB-3-1 tox: kills parental KB-3-1 adenocarcinoma cells. Potency, µM (titrated, usually from 46.1 µM), for the others: top-dose activity change, negative = cytotoxic, actives largely listed as cytotoxic. KB-3-1 viability, CellTiter-Glo ATP luminescence, 72 h. 400,000 compounds, 1.4% hits; further: potency means the concentration at half of the fitted maximal effect; on the % scale 0 is the no-effect control and ±100 the full control effect; nearly all actives have a fitted effect of over 60% in size
#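 72 h, 37 °C compound treatment of KB-3-1 parental cells; CellTiter-Glo added, 10 min, luminescence read. Data corrected against DMSO-only plates and normalized before curve fitting.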
# * hit, by the source's call; ? = inconclusive; · = not tested or not shown; [ ] = dose if it differs, or a comment. Unless noted, the call rests on the fitted dose curve; in most records, active means well fitted curve in the direction sought with a large enough effect; inconclusive means small, poorly fitted or top-dose-only effect, or another doubt; inactive means no such curve, though single readings can be large; an effect the other way counts as inactive or inconclusive.
# Sample of the layout, 3 compounds:
SMILES,HT1080-NT tox,MCF10A rereplic,HT1080 IDH1KD tx,KB-V1 cytotox,SW480 rereplic,DRD3 agonist,HEK293 tox,IL-1B inflam inh,KB-3-1 tox
Cc1cc(C)c[n+](CC(=O)c2ccc(NC(=O)c3ccccc3)cc2)c1,2%,-1%,2%,-1%,-6%,-4,13%,0,-8%
COc1ccc(S(=O)(=O)N2CCN(C(=O)c3c(C)nn(-c4ccccc4)c3C)CC2)cc1,-1%,5%,0%,13µM*,-2%,3,-4%,10,-1%
O=C(CSc1nnc(-c2ccccn2)o1)Nc1ccccc1,2%,0%,-3%,4%,-5%,-3,-1%,0,0%

# This part in full, repeating the preview:
SMILES,HT1080-NT tox,MCF10A rereplic,HT1080 IDH1KD tx,KB-V1 cytotox,SW480 rereplic,DRD3 agonist,HEK293 tox,IL-1B inflam inh,KB-3-1 tox
Cc1cc(C)c[n+](CC(=O)c2ccc(NC(=O)c3ccccc3)cc2)c1,2%,-1%,2%,-1%,-6%,-4,13%,0,-8%
COc1ccc(S(=O)(=O)N2CCN(C(=O)c3c(C)nn(-c4ccccc4)c3C)CC2)cc1,-1%,5%,0%,13µM*,-2%,3,-4%,10,-1%
O=C(CSc1nnc(-c2ccccn2)o1)Nc1ccccc1,2%,0%,-3%,4%,-5%,-3,-1%,0,0%
CCC(c1nnnn1C(C)(C)C)N1CCN(Cc2ccccc2OC)CC1 (stereo not drawn),-3%,2%,1%,-2%,0%,-14,-7%,-14,-8%
Cc1ccc(-c2cc(NC(=O)COc3c(C)cc(C)cc3C)on2)cc1,·,·,·,?,·,-1,1%,·,4%
COCCN(Cc1nc(-c2ccc(C(F)(F)F)cc2)no1)C(C)C,4%,-9%,12%,11%,-100%[inhibitor],0,-4%,13,-3%
O=C1NC[C@H](c2ccccc2)OC(=O)[C@H](Cc2ccc(F)cc2)C/C=C\C[C@@H]1CC(=O)N(CCO)Cc1ccccc1,-1%,25%,0%,?,3%,0,-4%,-21,0%
COC(=O)C(Cc1ccc(O)cc1)NC(=O)C(C)NC(=O)c1ccc(C(C)(C)C)cc1 (stereo not drawn),2%,11%,10%,20%,-7%,-2,-28%,33,8%
CS(=O)(=O)N(CC(=O)NC1CCCCCC1)Cc1ccccc1,-7%,0%,-3%,?,-1%,-7,-24%,-6,0%
CCOC(=O)N/N=C\c1ccc(OC(=O)c2ccc3c(c2)OCO3)cc1,6%,-1%,11%,8%,1%,4,4%,31,17%
Cn1cc(S(=O)(=O)N2CCCCCC2)cc1C(=O)N1CCN(c2ccccc2F)CC1,·,·,·,-2%,·,2,2%,·,-8%
Clc1ccc(-n2ncc3c(NCCCn4ccnc4)ncnc32)cc1,-5%,121%[0.0737 µM],-1%,0%,7%,0,-3%,-18,?
Cc1nc(NS(=O)(=O)c2cccs2)c2c3c(sc2n1)CCC3,8%,1%,10%,-1%,-2%,-1,-12%,25,?
Cn1c(=O)c2cn3c(c2n(C)c1=O)C(c1ccccc1)CC(c1ccccc1)=N3 (stereo not drawn),0%,11%,1%,0%,0%,7,4%,2,-8%
CNC[C@H]1Oc2c(NC(=O)C3CCCCC3)cccc2C(=O)N([C@H](C)CO)C[C@@H]1C,17%,-3%,11%,-2%,4%[9.22 µM],9,-1%,31,0%

# Arranged by length of the SMILES (smallest number first): 3 of the compounds above.
SMILES,HT1080-NT tox,MCF10A rereplic,HT1080 IDH1KD tx,KB-V1 cytotox,SW480 rereplic,DRD3 agonist,HEK293 tox,IL-1B inflam inh,KB-3-1 tox
CS(=O)(=O)N(CC(=O)NC1CCCCCC1)Cc1ccccc1,-7%,0%,-3%,?,-1%,-7,-24%,-6,0%
Cc1cc(C)c[n+](CC(=O)c2ccc(NC(=O)c3ccccc3)cc2)c1,2%,-1%,2%,-1%,-6%,-4,13%,0,-8%
COC(=O)C(Cc1ccc(O)cc1)NC(=O)C(C)NC(=O)c1ccc(C(C)(C)C)cc1 (stereo not drawn),2%,11%,10%,20%,-7%,-2,-28%,33,8%

# (cont.)
SMILES,HT1080-NT tox,MCF10A rereplic,HT1080 IDH1KD tx,KB-V1 cytotox,SW480 rereplic,DRD3 agonist,HEK293 tox,IL-1B inflam inh,KB-3-1 tox
O=C(COC(=O)c1cccc([N+](=O)[O-])c1)Nc1ncc(Br)s1,8%,-1%,-13%,9%,?,-9,0%,26,9%
C=CCN1C=CC(=CC=C(C#N)C#N)C=C1,-13%,-4%,-10%,9%,-7%,3,-28%,7,-3%
CCNC(=O)NC(=O)COc1ccccc1C#N,11%,-3%,4%,-1%,2%,-5,-3%,-7,-1%
CC(Sc1ccccc1)C(=O)Nc1ccccc1C(=O)N1CCOCC1 (stereo not drawn),-5%,?,1%,-11%,-4%,-13,4%,-12,-2%
COc1ccc(C2=Nn3c(nnc3-c3ccccc3F)SC2)cc1OC1CCCC1,·,?,·,?,?,·,·,·,8.2µM*
Cc1cc(C)c(S(=O)(=O)Nc2nnc(C3CCCCC3)s2)c(C)c1,-8%,57%,-9%,70%,2%,4,2%,0,7%
COc1ccc(Oc2nc(OC)cc(OC)n2)cc1,-9%,0%,-1%,-13%,16%,-4,-4%,26,0%
Cc1cc(C(=O)OCC(=O)N2CC(C)CC(C)C2)c(C)o1 (stereo not drawn),0%,-7%,2%,-4%,2%,0,-9%,-14,-2%
O=C1NC(Cc2ccccc2)C(=O)N1Cc1cc([N+](=O)[O-])cc2c1OCOC2 (stereo not drawn),-15%,-15%,4%,?,-2%,0,-20%,-7,13%
Cc1ccc2nc(-c3ccc(Cl)c(NC(=O)COc4cccc(C)c4C)c3)oc2c1,·,·,·,?,·,8,7%,·,24%
CCOC(=O)C1(C)CCCN(C(=O)c2ccc(C)c(F)c2)C1 (stereo not drawn),15%,·,11%,-14%,·,3,7%,52,0%
CCOc1ccc(CNc2ncc(-c3ccccc3)n2C)cc1,-12%,2%,-12%,-2%,-4%,-21,8%,-12,-1%
Cc1nc2nncn2c(Nc2ccccc2)c1C,·,·,·,-13%,·,6,-6%,·,2%
COc1c(O)cc2oc(-c3ccc(O)cc3)cc(=O)c2c1O,-7%,-11%,-8%,-10%,-19%,-17,-18%,8,-11%
O=c1cc(-c2ccccc2)oc2cc(O)ccc12,-18%,3%,0%,15%,-4%,1,-7%,-24,7%
Cc1cc(C)c2c(NC(=S)NC(=O)c3ccccc3)nn(C)c2n1,24%,-3%,4%,-8%,2%,-4,-25%,0,-9%
O=C(c1ccc(N2CCOCC2)nc1)N1CCOCC1,-3%,24%,8%,-2%,?,1,-8%,31,-6%
Cc1ccc(NC2CCCN(C(=O)CCN3CCCCO3)C2)cc1C (stereo not drawn),2%,-5%,5%,5%,-1%,6,2%,0,-11%
CCOc1ccccc1-c1nn2c(Cc3ccccc3)nnc2s1,-27%,?,?,-1%,-2%,3,7%,17,-5%
O=[N+]([O-])c1ccc(CSc2nc3ccccc3o2)cc1,1%,1%,-2%,-28%,5%,-2,6%,-20,3%
CC(=O)Nc1ccc(/C=N\NC(=O)CNS(=O)(=O)c2ccc([N+](=O)[O-])cc2)cc1,4%,-9%,5%,21%,0%,0,-1%,23,12%
O=C1CNC(=O)/C1=C\N1CCN(C(c2ccccc2)c2ccccc2)CC1,-3%,0%,-1%,4%,-2%,-16,-12%,-9,-15%
Cc1cc(O)ccc1NS(=O)(=O)c1ccc2c3c(cccc13)C(=O)N2,-9%,-19%,-20%,0%,-17%,-7,1%,25,-4%
O=C(COC(=O)c1cc(Cl)ccc1Cl)NC1CCCC1,1%,6%,-3%,1%,13%,-4,-1%,-4,-27%
CC1CC(C)CN(C(=O)c2ccc(CNc3c(N4CCCC4)c(=O)c3=O)cc2)C1 (stereo not drawn),2%,-4%,3%,1%,-5%,3,3%,-7,2%
CCOC(=O)CNC(=O)c1cnc(Nc2ccccc2OC)c2ccccc12,5%,0%,4%,1%,-1%,11,-1%,17,12%
COc1cc(/C=N/N(C)C)cc(Br)c1O,-11%,18%,2%,13%,?,14,4%,-4,?
CCC1(C)Cc2ccccc2-c2[nH]c(=S)[nH]c(=O)c21 (stereo not drawn),1%,-1%,0%,10%,-7%,-12,-15%,9,-2%
CC(C)(C)OC(=O)N1CCC(c2c(C(=O)NC3CCN(Cc4ccccc4)CC3)cnn2-c2ccc(F)cc2F)CC1,·,·,·,17%,·,-19,1%,·,4%
CC1(c2ccc([N+](=O)[O-])cc2)NC(=O)N(CC(=O)Nc2cccnc2Cl)C1=O (stereo not drawn),-1%,2%,-4%,-6%,1%,-8,16%,3,7%

# 2 compounds from above with just KB-V1 cytotox and HEK293 tox.
mol	KB-V1 cytotox	HEK293 tox
CCC1(C)Cc2ccccc2-c2[nH]c(=S)[nH]c(=O)c21 (stereo not drawn)	10%	-15%
CC(C)(C)OC(=O)N1CCC(c2c(C(=O)NC3CCN(Cc4ccccc4)CC3)cnn2-c2ccc(F)cc2F)CC1	17%	1%

# New compounds follow.
SMILES,HT1080-NT tox,MCF10A rereplic,HT1080 IDH1KD tx,KB-V1 cytotox,SW480 rereplic,DRD3 agonist,HEK293 tox,IL-1B inflam inh,KB-3-1 tox
C#CCOCCOCCOCCNc1nc(N2CCOCC2)nc(N2CCN(C(=O)[C@H](Cc3ccc(O)cc3)n3cc([C@@H](N)CC(C)C)nn3)CC2)n1,9%,1%,4%,13%,0%,-9,0%,-25,0%
Cc1cc(OCC(=O)N(Cc2ccco2)c2c(N)n(Cc3ccccc3)c(=O)[nH]c2=O)ccc1Cl,-14%,?,-1%,-2%,0%,-3,1%,-23,-10%
COc1ccc(-n2cnnc2SCC(=O)Nc2cccc(S(N)(=O)=O)c2)cc1,1%,-1%,5%,15%,-13%,1,-6%,23,6%
Cc1cc2c(C)cc(=O)oc2c2c1NCCC2,-4%,13µM*,-30%,0%,?,8,·,?,4%

# No enrichment for hits; about 11% have a hit in one of these screens.
